# IL-2 act: qHTS of IL-2 Activators. AID 652025, 2013. activation, % (series mostly up to about 46 µM). IL-2 activation reporter assay, cell-based qHTS; stimulated with anti-CD3/CD4/CD28 beads; in transgenic mouse T cells. actives 0.065% (n = 360,000); in the data active means activation above about 50%; inconclusive means mostly about 30% to 49%; further: 0% is about no effect
#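 Screening format: compound pinned onto unstimulated transgenic mouse T cells, 60 min incubation, then anti-CD3/anti-CD4/anti-CD28 bead stimulation for 18 hours at 37 degrees C, followed by EGFP and DsRed detection.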
# FUS yeast rescue: qHTS for Suppressors of FUS Proteinopathy: Primary screen using FUS-linked yeast assay | AID 1347120, 2019 | Potency, µM (top dose mostly 76.6 µM), inactives show at the highest dose growth rescue (activation), usual class: activators | S. cerevisiae FUS-expressing, growth rescue, OD600, 24 h | actives 0.24% (n = 390,000);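 further: potency means the concentration at half of the fitted maximal effect; plate controls were DMSO vehicle for no effect and reference control for full effect; nearly all actives have a fitted effect of over 55% in size; some results filed as inactive show a strong effect at the top dose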
#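 Yeast FUS proteinopathy model; galactose-induced FUS (2%), starting OD 0.005. Cpds in dilution series, 24hr, 30C, 99% humidity. Abs 600 nm growth. Pos ctrl CP55940 (top 92uM final); neg ctrl DMSO.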
# EPAC1 antagonist: qHTS for Antagonist of cAMP-regulated guanine nucleotide exchange factor 3 (EPAC1): primary screen | Rap guanine nucleotide exchange factor 3 (Homo sapiens), O95398 | EPAC1 GEF assay, Rap1b-BODIPY-GDP exchange fluorescence | Potency, µM (top dose mostly 115 µM), without a hit: top-dose activity change, negative = inhibition, actives largely listed as inhibitors | actives 0.14% (n = 360,000) | AID 720709, 2013;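 further: potency means the concentration at half of the fitted maximal effect; plate controls were vehicle for no effect and positive control for full effect; nearly all actives have a fitted effect of over 50% in size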
# Target sequence (O95398 whole entry, looked up): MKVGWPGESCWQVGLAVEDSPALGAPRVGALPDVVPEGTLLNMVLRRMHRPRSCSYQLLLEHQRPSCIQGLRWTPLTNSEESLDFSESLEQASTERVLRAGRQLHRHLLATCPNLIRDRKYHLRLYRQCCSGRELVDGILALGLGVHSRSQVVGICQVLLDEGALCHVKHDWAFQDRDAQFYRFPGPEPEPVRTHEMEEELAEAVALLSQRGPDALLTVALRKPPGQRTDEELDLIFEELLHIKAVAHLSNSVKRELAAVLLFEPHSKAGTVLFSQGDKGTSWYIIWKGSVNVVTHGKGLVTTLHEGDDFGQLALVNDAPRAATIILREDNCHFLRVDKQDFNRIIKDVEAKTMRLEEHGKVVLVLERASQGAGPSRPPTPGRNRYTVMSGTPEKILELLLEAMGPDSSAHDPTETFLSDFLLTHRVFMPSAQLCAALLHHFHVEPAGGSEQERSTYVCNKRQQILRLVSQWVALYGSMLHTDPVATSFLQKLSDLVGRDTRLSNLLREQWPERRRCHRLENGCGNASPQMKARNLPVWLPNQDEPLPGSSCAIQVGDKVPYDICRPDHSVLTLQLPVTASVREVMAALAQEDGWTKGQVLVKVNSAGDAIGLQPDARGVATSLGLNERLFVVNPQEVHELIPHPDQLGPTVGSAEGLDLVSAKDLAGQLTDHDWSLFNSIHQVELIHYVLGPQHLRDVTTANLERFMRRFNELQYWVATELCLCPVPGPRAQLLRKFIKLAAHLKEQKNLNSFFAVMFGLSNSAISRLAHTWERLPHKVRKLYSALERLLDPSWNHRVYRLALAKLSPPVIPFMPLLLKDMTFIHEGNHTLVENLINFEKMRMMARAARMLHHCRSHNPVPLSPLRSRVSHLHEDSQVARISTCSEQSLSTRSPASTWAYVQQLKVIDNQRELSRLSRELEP
# EPAC1 agonist: qHTS for Agonist of cAMP-regulated guanine nucleotide exchange factor 3 (EPAC1): primary screen | EPAC1 agonist qHTS, biochemical assay; response scale: 100% = response to 6.5 mM cAMP | actives 0.073% (n = 360,000) | Potency, µM (titrated, usually from 154 µM), without a hit: at the highest dose activation, hits mostly activators | Rap guanine nucleotide exchange factor 3 (Homo sapiens), O95398; further: potency means the concentration at half of the fitted maximal effect; nearly all actives have a fitted effect of over 60% in size
#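 Read-out is the fluorescence drop as BODIPY-GDP leaves Rap1B (480 nm excitation, 540 nm emission), recorded every 5 minutes over 30 minutes. Reactions held 100 nM EPAC1, 250 nM Rap1B–BODIPY-GDP and 50 uM GDP, with 6.5 mM cAMP setting full activation.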
# PLK1 PBD block: qHTS for Inhibitors of PLK1-PDB (polo-like kinase 1 - polo-box domain): Primary Screen; actives 2.8% (n = 360,000); Serine/threonine-protein kinase PLK1 (Homo sapiens), P53350; Potency, µM, without a hit: max response, negative = inhibition, hits mostly inhibitors; Plk1 PBD binding of FITC phosphopeptide, fluorescence polarization; AID 720504, 2013; further: potency means the concentration at half of the fitted maximal effect; series mostly up to about 57 µM; on the % scale 0 is the no-effect control and ±100 the full control effect; nearly all actives have a fitted effect of over 65% in size
# Abeta rescue: qHTS for compounds that reverse cellular toxicity of Amyloid beta (A-beta) peptide in yeast: Primary Screen. yeast expressing A-beta42, growth rescue, OD600, 48 h; response scale: 0% DMSO, 100% iron-clioquinol control. Potency, µM (highest dose often 46.1 µM), inactives show at the highest dose growth rescue, usual class: activators. actives 0.063% (n = 410,000). AID 1347071, 2019; further: potency means the concentration at half of the fitted maximal effect; nearly all actives have a fitted effect of over 55% in size
#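 Yeast A-beta toxicity model in growth medium with pinned compounds, 48 h at 30 C; growth read as absorbance at 600 nm. Normalized to FeCl3/clioquinol equimolar mix (positive) and DMSO (negative).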
# PI5P4Ka inh: qHTS for Inhibitors of phosphatidylinositol 5-phosphate 4-kinase (PI5P4K). max response, %. Phosphatidylinositol 5-phosphate 4-kinase type-2 alpha (Homo sapiens), P48426. actives 1.2% (n = 330,000). PI5P4Kalpha enzyme, ADP-Glo luminescence, 60 min; stronger effect = lower value; active means max response of -50% or lower; inconclusive means between -30% and -50%; inactive means -30% or higher; further: value at the top dose of about 77 µM; on the % scale 0 is the no-effect control and ±100 the full control effect
#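 ADP-Glo luminescence end-point read after a 60 min room-temperature kinase reaction of PI5P4Kalpha plus substrate, initiated with ATP at 5 microM final. Buffer: 0.038 M HEPES pH 7.4, EGTA, 0.1% CHAPS, 5% DMSO.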
# WRN helicase inh: qHTS for Inhibitors of WRN Helicase; Bifunctional 3'-5' exonuclease/ATP-dependent helicase WRN (Homo sapiens), Q14191; WRN helicase unwinding, fluorescent forked duplex, kinetic; Potency, µM (doses to about 114 µM), for the others: at the top dose activity change, negative = inhibition, actives largely listed as inhibitors; actives 0.46% (n = 360,000); AID 651768, 2012; further: potency means the concentration at half of the fitted maximal effect; on the % scale 0 is the no-effect control and ±100 the full control effect; nearly all actives have a fitted effect of over 55% in size
#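 Enzyme (20 nM final) and test compound sit together 15 min at room temperature before substrate addition. Substrate is a single-forked duplex oligonucleotide (100 nM) labelled with fluorophore and quencher, with 2 mM ATP; helicase unwinding raises red fluorescence, read kinetically.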
# * = called active by the depositor; ? = inconclusive; · = no result given; [ ] = another dose, or the depositor's remark. Unless noted, the call rests on the fitted dose curve; in most records, active means well fitted curve in the direction sought with a large enough effect; inconclusive means small, poorly fitted or top-dose-only effect, or another doubt; inactive means no such curve, though single readings can be large; an effect the other way counts as inactive or inconclusive.
SMILES,IL-2 act,FUS yeast rescue,EPAC1 antagonist,EPAC1 agonist,PLK1 PBD block,Abeta rescue,PI5P4Ka inh,WRN helicase inh
Cc1nnc(N/N=C/c2cccc(OCc3ccc(Cl)c(Cl)c3)c2)n1N,-2.5,·,-19%,9%,-10%,-67%[inhibitor],8,-6%
O=[N+]([O-])c1cc2c(cc1/C=N\NS(=O)(=O)c1ccccc1)OCO2,-1.0,10%,15%,-6%,-17%,15%,·,-4%
COc1cccc(C(=O)N[C@@H](CCSC)c2nc3ccccc3[nH]2)c1,0.4,10%,2%,12%,-1%,-1%,9,-6%
Cc1cc(NC(=O)COC(=O)[C@H](C)NC(=O)c2ccccc2)no1,-0.1,9%,12%,6%,-9%,-1%,9,2%
COc1ccc2c(c1)c(CC(=O)Nc1nnc(C3CC3)s1)c(C)n2C(=O)c1ccc(Cl)cc1,-5.7,14%,-16%,-13%,9%,3%,0,-3%
CC(=O)Oc1ccc(-c2ccc(C(=O)OCC(=O)c3c(N)n(C)c(=O)n(C)c3=O)cc2)cc1,1.3,1%,9%,1%,3%,12%,-8,3%
COc1ccc(C(CC(=O)O)NC(=O)COc2ccc(C)cc2)cc1OC (stereo not given),0.0,·,9%,10%,-4%,12%,0,-6%
COc1ccc(C(=O)OCC(=O)N(Cc2ccccc2)Cc2ccccc2)c(O)c1,-2.6,38%,12%,-12%,8%,5%,2,2%
O=C1NC(Cc2ccc(O)cc2)c2nc3cc(Cl)ccc3c(=O)n2-c2cc3ccccc3cc21 (stereo not given),-2.6,18%,7%,-10%,5%,-5%,-23,5%
CC(C)(C)CN1CCC(n2nccc2NC(=O)c2ccccc2Cl)CC1,-5.5,6%,21%,-4%,3%,10%,-5,5%
CCOC(=O)/C(N=Nc1ccc2c(c1)OCO2)=C(\C)O,-0.3,-4%,8%,7%,?,-19%,2,-2%
CCCCn1c(N)c(N(CC(C)C)C(=O)C2CC(=O)N(CCc3ccccc3)C2)c(=O)[nH]c1=O (stereo not given),0.7,27%,2%,2%,-3%,-11%,-4,-7%
CCN(CC(=O)Nc1ccc(N2CCOCC2)cc1)C(=O)c1ccc(C#N)cc1,-0.3,15%,11%,11%,-4%,5%,3,0%
CCN(CC)CC#CCC(C)(c1ccccc1)c1ccccc1,-1.2,14%,-5%,0%,-1%,3%,·,3%
Cc1cc(N2CCN(S(=O)(=O)c3ccccc3)CC2)c2ccccc2n1,2.1,7%,6%,10%,-8%,-3%,·,-2%
COC(=O)c1c(C)[nH]c(C)c1-c1ccc([N+](=O)[O-])cc1,-1.8,-23%,?,-6%,-18%,-29%,9,-9%
Cc1ccc(C(=O)N2CCC(C(=O)NC3CCCC3)CC2)cc1,0.2,5%,3%,5%,-9%,-4%,-3,6%
CN(Cc1ccc(F)cc1)C(=O)c1cccc(OC2CCN(C3CCCC3)CC2)c1,0.4,21%,-16%,-3%,-4%,10%,2,-2%
Cc1ccc(NC(=O)CSc2nnc(C3CC3)n2CC2CCCO2)cc1C (stereo not given),-3.9,-5%,-3%,2%,-2%,-6%,-6,-1%
C=CCn1c(SCC(=O)Nc2cc(C)on2)nc2sc(CC)cc2c1=O,-0.1,4%,-2%,7%,-11%,-12%,-1,-25%

# Quoted from the listing for reference:
SMILES,IL-2 act,FUS yeast rescue,EPAC1 antagonist,EPAC1 agonist,PLK1 PBD block,Abeta rescue,PI5P4Ka inh,WRN helicase inh
COc1ccc(C(=O)OCC(=O)N(Cc2ccccc2)Cc2ccccc2)c(O)c1,-2.6,38%,12%,-12%,8%,5%,2,2%
O=C1NC(Cc2ccc(O)cc2)c2nc3cc(Cl)ccc3c(=O)n2-c2cc3ccccc3cc21 (stereo not given),-2.6,18%,7%,-10%,5%,-5%,-23,5%
CC(C)(C)CN1CCC(n2nccc2NC(=O)c2ccccc2Cl)CC1,-5.5,6%,21%,-4%,3%,10%,-5,5%
CCOC(=O)/C(N=Nc1ccc2c(c1)OCO2)=C(\C)O,-0.3,-4%,8%,7%,?,-19%,2,-2%
CCCCn1c(N)c(N(CC(C)C)C(=O)C2CC(=O)N(CCc3ccccc3)C2)c(=O)[nH]c1=O (stereo not given),0.7,27%,2%,2%,-3%,-11%,-4,-7%
CCN(CC(=O)Nc1ccc(N2CCOCC2)cc1)C(=O)c1ccc(C#N)cc1,-0.3,15%,11%,11%,-4%,5%,3,0%
CCN(CC)CC#CCC(C)(c1ccccc1)c1ccccc1,-1.2,14%,-5%,0%,-1%,3%,·,3%
Cc1cc(N2CCN(S(=O)(=O)c3ccccc3)CC2)c2ccccc2n1,2.1,7%,6%,10%,-8%,-3%,·,-2%
COC(=O)c1c(C)[nH]c(C)c1-c1ccc([N+](=O)[O-])cc1,-1.8,-23%,?,-6%,-18%,-29%,9,-9%
Cc1ccc(C(=O)N2CCC(C(=O)NC3CCCC3)CC2)cc1,0.2,5%,3%,5%,-9%,-4%,-3,6%

# (continued)
SMILES,IL-2 act,FUS yeast rescue,EPAC1 antagonist,EPAC1 agonist,PLK1 PBD block,Abeta rescue,PI5P4Ka inh,WRN helicase inh
Cc1cc(C)n(-c2ccc(C(F)(F)F)cc2[N+](=O)[O-])n1,0.8,-2%,-3%,-16%,0%,5%,5,-11%
CCC(CO)Oc1cc(NC(=O)Cc2ccccc2F)c2ncn(C(C)C)c2c1 (stereo not given),-2.5,-10%,-27%,-7%,-6%,-2%,0,0%
COC(=O)C1=C(N)Oc2cc(C)oc(=O)c2C1c1cccnc1 (stereo not given),-1.0,30%,-15%,6%,-11%,4%,·,2%
COc1ccc(NC(=O)C2CCN(S(=O)(=O)c3cn(C)nc3C)CC2)cc1,-1.5,-2%,5%,-1%,-15%,-1%,6,-8%
Cc1ccc(-c2noc(CN(C(=O)C(c3ccccc3)c3ccccc3)C(C)C)n2)cc1,-3.6,25%,-4%,3%,-4%,2%,-4,-7%
C=C(C)C1CC=C(C)/C(=N\NC(=O)CCc2ccccc2)C1 (stereo not given),0.1,17%,8%,-9%,2%,10%,12,-15%
Cc1cc(Cl)ccc1NC(=S)NCCC(c1ccccc1)c1ccccc1,-0.9,16%,-25%,27%,-8%,-5%,4,-1%
COc1ccc(OC)c(S(=O)(=O)Nc2cccc(C(C)=O)c2)c1,-1.8,-9%,5%,8%,-4%,4%,·,-10%
Cc1nn(-c2ccccc2)c2[nH]c(=O)c(CNc3ccc4c(c3)OCCO4)cc12,-0.8,?,3%,4%,-14%,-30%[inhibitor],0,-26%[57.1 µM]
NC(=O)c1ccc(NC(=O)CSc2nnc(C3CC3)n2C2CC2)cc1,1.2,-9%,1%,8%,-12%,16%,6,7%
CN(CC(=O)Nc1c(Cl)cccc1Cl)C(=O)Cc1ccc(S(=O)(=O)N2CCOCC2)s1,-4.1,17%,9%,2%,-8%,9%,6,-30%
CCN(Cc1cccc(F)c1)C(=O)c1ccc2ccccc2n1,-0.7,-25%,-7%,7%,-2%,-8%,0,-3%[57.1 µM]
CN(C)c1oc(-c2ccc(Cl)cc2)nc1S(=O)(=O)c1ccccc1,-0.1,·,8%,5%,-20%,-6%,?,-9%
COc1ccc(/C=N/NC(=O)c2nnn(-c3nonc3N)c2-c2cccs2)cc1OC,-1.4,-4%,?,13%,-16%,16%,0,-14%
Nc1nc(Nc2ccccc2)n[nH]1,-1.2,0%,-11%,-17%,-9%,-4%,0,3%
CC(C)CCNC(=O)C1CCC(CNS(=O)(=O)c2ccc(Cl)cc2)CC1 (stereo not given),-0.4,23%,-19%,2%,0%,0%,13,-3%[57.1 µM]
O=C1CN(C(=O)COC(=O)CCC(=O)c2ccc3c(c2)OCCO3)c2ccccc2N1,-0.1,-14%,-9%,0%,-17%,9%,4,6%
CCOC(=O)c1c(C)[nH]c(C(=O)/C(C#N)=C/c2ccc(OCC)cc2)c1C,1.7,·,-15%,1%,-23%,12%,-6,16%
CCCCN1C(=O)CC(Sc2ccccc2C(=O)O)C1=O (stereo not given),-0.9,18%,-11%,-5%,-7%,-8%,·,-6%
CCc1cc(CNC(=O)CC2C(=O)NCCN2CC2CCCCC2)on1 (stereo not given),-2.9,7%,13%,0%,-4%,0%,2,5%
CCc1cc(=O)oc2cc(OC3CCCCC3=O)ccc12 (stereo not given),-0.6,16%,-11%,4%,-5%,-18%,7,0%
CCOc1ccc(-n2c(CCc3ccccc3)n[nH]c2=S)cc1,-0.7,23%,-28%,1%,-7%,20%,-3,-6%
CCCn1c(CN2CCN(C(=O)OCC)CC2)nc2c1c(=O)n(C)c(=O)n2C,-3.2,-15%,6%,5%,1%,4%,5,-8%
O=S(=O)(Nc1ccc2oc(-c3ccccc3)nc2c1)c1ccccc1,-1.1,11%,-10%,?,1%,-8%,·,-28%
Cc1cc(C)cc(OCC(=O)NNC(=O)c2cc3ccccc3oc2=O)c1,-0.6,-20%,7%,8%,-27%,-9%,-3,-6%
COc1ccccc1-c1ccc(NC2CCCC2)nn1,0.1,8%,-4%,0%,-2%,1%,3,-1%
COc1cccc(N2CCN(C(=O)c3oc4ccccc4c3NC(=O)Cc3ccc(OC)c(OC)c3)CC2)c1,-3.0,33%,?,20%,-8%,12%,2,-20%
O=C(Cc1cn(-c2ccccc2)nc1-c1ccccc1)N1CCCCC1,-0.6,29%,3%,10%,-7%,2%,-1,-7%
CCC(=O)N1CCc2cc(S(=O)(=O)NCCC(=O)N3CCN(c4ccccn4)CC3)ccc21,-0.9,9%,17%,6%,-1%,6%,2,1%

# High-throughput results from PubChem BioAssay.
